CHRM4 antagonist = blocks acetylcholine activation of human M4 receptor. CHO-hM4 cells, ACh EC80, Fluo-8 calcium fluorescence. inhibition, % at 3 µM. 360,000 tested, 0.73% active;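 active means inhibition above its plate's cutoff, the mean inhibition of sample wells plus 3 SD, cut at about 27% in these data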;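 further: 0% = acetylcholine EC80 with DMSO and 100% = DMSO without agonist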
Target sequence (P08173 whole entry, looked up): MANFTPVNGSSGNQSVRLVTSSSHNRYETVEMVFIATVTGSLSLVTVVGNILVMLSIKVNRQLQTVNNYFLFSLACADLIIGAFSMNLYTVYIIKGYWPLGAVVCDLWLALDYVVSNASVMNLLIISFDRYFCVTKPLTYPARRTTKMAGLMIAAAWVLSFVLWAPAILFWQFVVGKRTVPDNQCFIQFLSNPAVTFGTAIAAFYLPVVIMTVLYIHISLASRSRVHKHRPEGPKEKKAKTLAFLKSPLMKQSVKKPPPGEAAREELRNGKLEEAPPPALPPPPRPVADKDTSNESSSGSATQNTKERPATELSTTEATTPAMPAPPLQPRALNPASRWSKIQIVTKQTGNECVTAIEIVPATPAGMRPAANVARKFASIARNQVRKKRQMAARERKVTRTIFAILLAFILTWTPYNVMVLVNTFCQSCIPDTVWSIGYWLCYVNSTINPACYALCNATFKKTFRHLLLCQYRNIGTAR
M1 PAM = human CHRM1 positive allosteric modulation. CHO-K1 hM1, Fluo-8 calcium fluorescence, ACh EC20; 0% = ACh EC20, 100% = maximal ACh. activation, % at 3 µM. 360,000 tested, 0.088% active. AID 588819; in the data active means activation above about 19%, passing the limit was not always enough
CHRM4 agonist = agonists of human muscarinic M4 receptor (CHRM4); P08173; CHO-K1 hM4/Gqi5, Fluo-8 calcium fluorescence; vehicle 0%, full acetylcholine response 100%; activation, % at 3 µM; 360,000 tested, 0.14% active;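 active means activation above the run mean over all test wells plus 3 SD, cut at about 32% in these data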;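 further: peak over basal fluorescence ratio per well then scaled between controls; 0% = DMSO wells and 100% = acetylcholine at EC100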
CHO parental Ca = counter-screen for OX1R antagonists: effect in parental CHO cells; 330,000 tested, 0.63% active; parental CHO-K1, ATP-induced calcium, Fluo-8 fluorescence; inhibition, % at 5.6 µM;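 active means inhibition above that plate's mean sample inhibition plus 3 SD, cut at about 26% in these data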;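 further: 0% = ATP-challenged DMSO wells and 100% = DMSO wells without ATP; some compounds past the cut are filed as inactive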
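Test system: untransfected parental CHO cell line; also added: ATP stimulus; dosing: 5.6 µM, single dose; signal: calcium-sensitive Fluo-8 fluorescence; measure: percent inhibition of ATP-evoked calcium rise, normalized to controls; benchmarks: low control ATP plus DMSO, high control DMSO only; replication: one well per compound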
M1 ag parental = counter-screen for M1 agonists: effect in parental CHO-K1 cells | Fluo-8 calcium fluorescence; scaled to maximal ATP response, vehicle zero | activation, % at 3 µM | 360,000 tested, 0.48% active | AID 602248; in the data active means activation above about 15%;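 further: untransfected CHO-K1 host cells lacking M1 receptor as counterscreen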
CHO-K1 Ca antag = M1 antagonist counterscreen hit in parental CHO-K1 cells; 360,000 tested, 0.6% active; ATP-induced calcium, Fluo-8 fluorescence; inhibition, % at 3 µM;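 active means inhibition above a per-plate cutoff, the plate's mean sample inhibition plus 3 SD, cut at about 24% in these data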;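 further: 0% = DMSO plus EC80 ATP and 100% = DMSO alone without ATP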
CHRM1 antagonist = human CHRM1 antagonism; P11229; CHO-K1 hM1, Fluo-8 calcium fluorescence, ACh EC80 antagonist; inhibition, % at 3 µM; 360,000 tested, 1.3% active; AID 588852;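 active means percent inhibition above its own plate's cutoff, namely the mean of that plate's compound wells plus 3 SD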;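 further: peak over basal fluorescence ratio during 140 s after agonist addition; 0% = ACh EC80 plus DMSO and 100% = DMSO alone without agonist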
OXTR potentiate = potentiates the human oxytocin receptor response. P30559. CHO-OTR cells, Fluo-8 calcium fluorescence, potentiator mode; 0% = oxytocin EC15, 100% = EC100. activation, % at 3 µM. 320,000 tested, 0.061% active;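 active means activation above that plate's cutoff, the mean activation of tested compounds plus 3 SD, cut at about 6.6% in these data, passing the limit was not always enough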;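 further: 100% uses oxytocin at 75 nM as the full agonist control; some results filed as inactive read as strong as hits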
Target sequence (P30559 whole entry, looked up): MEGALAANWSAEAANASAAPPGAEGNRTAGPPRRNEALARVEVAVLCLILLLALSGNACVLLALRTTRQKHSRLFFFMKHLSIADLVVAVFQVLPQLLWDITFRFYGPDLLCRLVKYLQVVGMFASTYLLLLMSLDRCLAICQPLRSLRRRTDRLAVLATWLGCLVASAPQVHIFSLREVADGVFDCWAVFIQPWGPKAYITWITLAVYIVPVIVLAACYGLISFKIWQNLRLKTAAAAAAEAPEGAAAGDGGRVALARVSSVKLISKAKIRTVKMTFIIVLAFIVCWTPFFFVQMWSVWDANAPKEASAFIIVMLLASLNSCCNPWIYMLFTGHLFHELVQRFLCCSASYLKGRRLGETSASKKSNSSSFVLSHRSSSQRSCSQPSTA
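Material: human OTR in CHO cells. Compound: 3.0 µM, one dose. Timing: compound 6 min at room temperature before oxytocin, 100 s read. Evaluation: % activation of max/min ratio relative to oxytocin controls. Replication: single well per compound, singlicate. Signal: Fluo-8 calcium dye fluorescence.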
CHRM1 agonist = activates human CHRM1 receptor; P11229; CHO-K1 hM1, Fluo-8 calcium fluorescence, agonist mode; 0% DMSO, 100% acetylcholine EC100; activation, % at 3 µM; 360,000 tested, 0.33% active; AID 588814;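 active means activation above the run's mean compound activation plus 3 SD, cut at about 16% in these data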;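 further: peak over basal fluorescence ratio within a 140 s kinetic read after compound addition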
* = called active by the depositor; . = no result given.

item	smiles	CHRM1 antagonist	CHRM1 agonist	M1 PAM	CHO-K1 Ca antag	CHRM4 agonist	CHO parental Ca	M1 ag parental	CHRM4 antagonist	OXTR potentiate
1	COc1ccccc1OCC(=O)Nc1cc(NC(=O)COc2ccccc2OC)cc(C(=O)O)c1	-21	0	24	15	1	-8	-0.1	-1	-7
2	O=C(Nc1ccccc1)NC1(C(=O)NCc2cccs2)CCCCC1	8	-5	-2	-8	2	-15	-0.3	0	2
3	C=CCNC(=O)c1c(Cl)nc(C)c([N+](=O)[O-])c1C	-8	0	7	-13	8	-4	1.9	1	-5
4	CCN(CC)c1ccc(NC(=O)CN2CCN(S(=O)(=O)c3cc(Cl)ccc3OC)CC2)cc1	3	-6	-2	-9	7	-7	5.4	7	-10
5	Cc1cccc(C)c1-n1nnnc1C(c1ccnc2ccccc12)N1CCN(CCN(C)C)CC1 (stereo not given)	.	.	.	-13	0	.	0.3	-8	.
6	COc1ccc(C(=O)N2N=C3CC(C)(C)OCC3C2c2ccccc2)cc1 (stereo not given)	-11	-6	3	-1	8	-17	2.8	3	-2
7	Cc1ccccc1-c1nc(CS(=O)CC(=O)NCCc2ccc(Cl)cc2)c(C)o1 (stereo not given)	-17	-3	13	-7	3	-19	-0.3	-8	-7
8	CCCCc1nc2cc(C(=O)N3CCC(OC)CC3)ccc2o1	13	-2	2	-2	1	-4	1.1	-6	-3
9	O=C(COc1ccc(Cl)cc1)NCC(=O)N1CCC2(CC1)NCCc1[nH]cnc12	-5	-9	9	-5	0	-4	-0.3	2	-4
10	CS(=O)(=O)n1nc(OC(=O)c2cc(Br)ccc2Cl)cc1N	0	-4	5	-12	1	-1	1.1	2	-13
11	Cc1oc(-c2ccc3c(c2)OCCO3)cc1C(=O)NCC(=O)O	6	-2	0	19	1	4	0.1	1	-1
12	Cc1ccc2cc3c(NS(=O)(=O)c4cccc5nonc45)nn(CC(C)C)c3nc2c1	-3	-3	3	-13	0	-24	0.3	-12	6
13	O=C(N/N=C/c1cccc([N+](=O)[O-])c1)C1CC1c1ccccc1 (stereo not given)	8	-7	3	17	1	-12	0.4	-3	-4
14	COc1ccc(C(C(=O)NC2CCCC2)N(Cc2cccnc2)C(=O)Cc2cccs2)cc1OC (stereo not given)	-7	3	20	-1	0	4	-0.5	-3	-2
15	CCOc1ccccc1OCC(=O)OC(C)C(=O)Nc1ncc(Cl)cc1Cl (stereo not given)	-8	-2	2	-9	6	-12	1.3	-12	-4
16	Cc1ccc2c(c1)C(=O)N1[C@H]3c4ccccc4OC[C@@H]3[C@H](c3ccccc3)[C@]1(C)C(=O)N2	65*	-8	-30	-5	1	-25	-0.5	53*	1
17	Cc1ccccc1NC(=O)c1ccc(F)c(S(=O)(=O)N2CCCCC2)c1	-7	-1	6	2	3	-17	19*	-1	-8
18	CCOC(=O)C1=CSC2=NS(=O)(=O)CCN12	-30	-1	3	-27	0	-10	0.2	6	-4
19	Brc1ccc(-c2nc(-c3ccccn3)no2)o1	-15	-2	13	-4	0	-20	0.3	-3	-9
20	O=C(COc1ccccc1F)Nc1nc(-c2ccccn2)cs1	-7	-5	-2	-16	6	-12	1.4	-4	-3
21	COc1ccc(OC)c(NC(=O)CSc2nncc3ccc(OC)c(OC)c23)c1	-1	-4	5	-7	2	-22	1.2	8	2
22	O=S(=O)(c1ccccc1F)N1CCC(Oc2ccc(-n3cnnn3)cc2)CC1	21	6	-13	-1	13	18	22*	8	-13
23	COc1cccc(CNCCc2c[nH]c3ccccc23)c1OCc1ccccc1	19	6	-6	12	38*	18	21*	21	-16
24	Cc1cc(C(=O)N/N=C/c2ccc3c(c2)OCO3)c(C)n1-c1ccc(F)cc1	-8	-3	8	-10	0	-6	0.2	7	-7
25	CNC(=S)Nc1ccccc1-c1ccccc1	-1	-4	14	20	0	-9	-0.4	-7	-8

Brought forward from above: two compounds, then new ones.
item	smiles	CHRM1 antagonist	CHRM1 agonist	M1 PAM	CHO-K1 Ca antag	CHRM4 agonist	CHO parental Ca	M1 ag parental	CHRM4 antagonist	OXTR potentiate
24	Cc1cc(C(=O)N/N=C/c2ccc3c(c2)OCO3)c(C)n1-c1ccc(F)cc1	-8	-3	8	-10	0	-6	0.2	7	-7
25	CNC(=S)Nc1ccccc1-c1ccccc1	-1	-4	14	20	0	-9	-0.4	-7	-8
26	COCCNC(=O)C1(C)CCCN(C(=O)c2ccc(N(C)C)cc2)C1 (stereo not given)	14	-4	-3	-8	0	.	0.7	-3	.
27	CCN(CC(=O)NCc1cccs1)C(=O)COc1ccc(C(C)=O)cc1	16	-1	-8	6	2	-3	0.2	11	-2
28	O=C(COc1ccc(-c2ccccc2)cc1)NNC(=O)Nc1ccccc1	-5	2	14	4	1	-4	-0.6	-14	-5
29	O=C(NC1CC2CCCC(C1)N2C(=O)Nc1ccccc1Cl)C1CC1 (stereo not given)	12	-12	-11	-4	1	-7	0.1	15	2
30	O=S1(=O)CCOCCCN1Cc1ccc(Cl)cc1	0	-8	6	11	2	-8	6.8	-1	-3
31	CCOc1ccc(C(=O)Nc2nnc(S(=O)(=O)Nc3ccccc3C)s2)cc1	-20	-1	12	-21	4	6	1.0	-6	-8
32	O=C(CSc1ncn[nH]1)Nc1ccc2c(c1)OCCO2	1	-4	2	3	0	2	0.1	1	-1
33	CCOc1cc(/C=C(\C#N)C(=O)Nc2cccc(C(=O)O)c2)ccc1OCc1ccc(Br)cc1	-7	-4	6	-7	3	-5	1.1	4	3
34	Cc1nn2c(NCCOCCO)c3c(nc2c1-c1ccccc1)CCCC3	-4	-7	3	-8	0	-23	0.9	-1	1
35	COc1ccc(NC(=O)CN(C)C(=O)CNC(=O)c2ccc3ccccc3c2)cc1	-9	-4	15	-1	2	.	-0.1	-5	.
36	CCOC(=O)/C(C#N)=C/c1ccc(SC)cc1	-3	-5	1	-3	0	-10	0.2	2	-10
37	COc1ccc(NC(=O)c2cnc3sccn3c2=O)cc1	-16	1	9	-12	1	-13	0.6	4	-10
38	O=[N+]([O-])c1cccc(-c2cn3ccccc3n2)c1	-10	-9	14	-14	0	-2	0.0	-6	-3
39	O=S(=O)(NCc1ccccc1)c1ccc2c(c1)OCCO2	-6	-1	5	-5	4	-6	1.1	-7	-1
40	Cc1nc(CC(=O)Nc2nccs2)cs1	-5	-3	10	-2	3	-11	0.2	-3	-5
41	O=C(CC1C(=O)NCCN1Cc1cccc(C(F)(F)F)c1)NCCCOc1cccnc1 (stereo not given)	-8	-4	8	-13	1	-3	0.8	-5	-5
42	CCC(=O)Nc1nnc(Cc2ccccc2)s1	0	-6	3	-4	0	2	2.5	4	3
43	CCCNC(=O)Nc1ccc(C)cc1C	-14	-1	21	5	1	1	-0.6	-8	-1
44	CN1CCN(c2ncnc3c2ncn3[C@H]2CN(Cc3cccs3)C[C@@H](CO)O2)CC1	-13	2	10	-5	0	.	0.7	3	.
45	COc1ccc(-c2cnc(SCCNC(=O)c3ccc4c(c3)OCO4)[nH]2)cc1	-10	-3	11	5	2	-10	0.3	-6	4
46	CCCn1c(N)c(C(=O)CSc2ncc(C(F)(F)F)cc2Cl)c(=O)[nH]c1=O	2	1	3	-11	1	-8	0.6	-4	0
47	OCCCn1c(CCNc2nc(-c3ccc(F)cc3)cs2)nc2cc(C(F)(F)F)ccc21	6	-6	2	-9	4	-14	9.7	9	-15
48	Cc1ccc(N2CC(O)Cn3c2nc2c3c(=O)n(C)c(=O)n2C)cc1 (stereo not given)	-8	6	15	11	1	-5	0.0	-8	-4
49	CCCCOC(=O)CSCC(=O)Nc1cc(C)on1	-6	-1	8	-9	0	-1	-0.3	3	9
50	O=C(O)C1CCN(C(=O)c2ccc3c(c2)OCO3)CC1	-4	-3	2	-2	1	-2	1.0	3	-4
51	Cc1ccc(C(=O)N/C(=C\c2ccccc2)C(=O)NCc2ccncc2)cc1	2	-4	-1	-6	1	-16	0.2	1	-3
52	COC(=O)c1ccccc1NC(=O)CSc1nc(NC(=O)c2ccccc2)c2c(C)c(C)oc2n1	-26	5	12	11	0	-18	0.1	-5	0
53	CCc1ccc2oc(=O)cc(CN3CCN(CCO)CC3)c2c1	14	-3	-3	-2	0	6	0.3	6	-13
54	Oc1ccccc1C=NN1CCCCCC1	9	-6	-5	4	0	.	-0.4	0	.
55	CC(C)CNC(=O)[C@H](Cc1ccccc1)NC(=O)c1ccco1	-9	-4	1	-4	1	-16	0.1	-5	1
56	CCCCCCCC(=O)Nc1cc(C(=O)NCCC)ccc1N1CCC2(CC1)CC(c1ccccc1)=NO2	-9	-2	8	-11	1	-22	0.6	-3	-8
57	COc1ccccc1NC(=O)Nc1cccnc1	14	-3	-7	17	5	0	-0.8	-16	4
58	Cc1cc(Cl)ccc1OCCCC(=O)NCC1CCCO1 (stereo not given)	-12	-2	1	-4	4	-5	1.5	-18	-6
59	COCCn1c(C)cc(C(=O)CSc2nc(C)c(C)c(C)n2)c1C	-14	-4	10	-20	3	-15	4.7	0	-7
60	O=c1cc(-c2ccccc2)oc2c1CCCC2	15	-6	-9	-6	1	.	1.7	6	.
61	O=C(CCCN1C(=O)/C(=C/c2ccccc2)SC1=S)N1CCOCC1	-5	-2	7	-5	16	-8	9.9	-22	-12
62	O=C(Nc1cccc2cccnc12)c1ccccc1Cl	5	-3	-3	-11	-1	-10	0.3	10	2
63	COc1ccc(N(C)C(=O)Nc2ccc3c(c2)nnn3C)cc1	-36	3	18	-5	1	-2	1.1	-2	-8
64	CCN(CC(=O)Nc1c(F)cccc1F)C(=O)C1CC(=O)N(c2ccc3c(c2)OCCO3)C1 (stereo not given)	-1	-2	1	-8	0	-4	0.9	1	-1
65	O=C(CCc1nnc(-c2ccc3c(c2)OCO3)o1)N1CCC(c2ccc(F)cc2)C1 (stereo not given)	-1	-6	-1	-21	4	0	4.8	-23	-7
66	CCCCc1ccc(NC(=O)CC(C)C)cc1	-5	-10	4	-7	-1	-11	0.3	-6	-5
67	NC(=O)C1CCN(C(=O)c2cc(-c3ccc(Cl)s3)nc3ccccc23)CC1	9	7	4	-6	28	-12	4.6	-2	-3
68	CCc1noc(C)c1C(=O)OC(C)C(=O)c1c(C)[nH]c2ccccc12 (stereo not given)	11	-1	-2	8	3	-25	0.5	3	-4
69	O=C(Nc1ccc2c(c1)OCO2)c1cc(C2CC2)on1	-5	-3	3	8	1	-9	0.2	1	-3
70	c1ccc(COc2ccc(OCCCCN3CCCC3)cc2)cc1	35*	-4	-21	-8	6	10	7.2	11	-5
71	O=C(CCc1ccc(S(=O)(=O)NC2CCCCC2)cc1)NCc1cccnc1	8	-8	4	-3	2	-15	0.6	-3	-7
72	CCc1ccc(NC(=O)CSc2nnc(-c3cnccn3)n2Cc2ccco2)cc1	-8	-7	-1	-19	-1	-18	0.7	3	7
73	O=C(Nc1ccc2ccccc2c1)c1ccccc1[N+](=O)[O-]	11	-4	-2	-6	2	.	0.8	-1	.
74	CCCN1CCC(NC(=S)Nc2cccc(Cl)c2Cl)CC1	-13	26*	9	-8	1	-18	0.4	-1	0
